CRFBP-R2 agonist – agonists of human CRF-binding protein/CRF-R2 receptor complex; HEK293 CRF-R2/CRF-BP, calcium dye fluorescence (FLIPR); percent of saturating CRF peptide response; activation, % at 13.2 µM; actives 0.46% (n = 350,000); AID 588473;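 active = activation of at least 50%, plus an integration ratio under a set limit after plate pattern correction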;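 also: plate controls were neutral control wells without compound for no effect and CRF at EC100 for full effect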
M4 PAM – positive allosteric modulators of human muscarinic M4 receptor | P08173 | AID 624126 | actives 0.4% (n = 360,000) | CHO-K1 hM4/Gqi5, Fluo-8 calcium fluorescence, ACh EC20; 0% = ACh EC20, 100% = maximal ACh | activation, % at 3 µM;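 active = activation above its plate's cutoff, the mean activation of sample wells plus 3 SD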; also: some results filed as inactive read as strong as hits
CRFR2-BP antag – blocks CRF-induced signaling of the CRF-BP/CRF-R2 complex; HEK293 CRF-R2/CRF-BP, CRF-induced calcium fluorescence; inhibition, % at 11.8 µM; actives 0.59% (n = 350,000);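 active = inhibition of the ligand-induced calcium signal above about 50% at the single tested concentration, limit read from the data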
GalR3 antag – human GalR3 antagonism | O60755 | HEK293 GalR3-CNG cAMP membrane potential fluorescence; galR3 body fused to GalR1 C-terminus | inhibition, % at 3 µM | actives 0.44% (n = 360,000);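 active = inhibition above the screen-wide average plus 3 SD, cut at about 13% in these data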;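 also: forskolin and galanin both at EC90 stimulate the cells; cAMP rise reported by CNG channel membrane potential dye signal; 0% = forskolin plus galanin with DMSO and 100% = forskolin alone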
MEKK3 PB1 HTS – MEKK3-MEK5 PB1 interaction, increase or decrease; Q99759; bead-based flow cytometry, Alexa488-MEK5 binding to MEKK3; actives lie on both sides; 0 = blocked by unlabeled MEK5, 100 = vehicle; binding response (% of control), % at 10 µM; actives 1.4% (n = 290,000);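 active = binding response more than 3 SD above or below the average of its plate-row segment, actives on both sides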;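 also: Alexa488 bead fluorescence after subtracting the streptavidin-only scavenger bead signal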
p-CIP stab down – p/CIP protein destabilization. decrease of EGFP signal, % at 10 µM. AID 1984. actives 0.01% (n = 290,000). F442A p/CIP-EGFP cells, EGFP fluorescence, 16 h;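 active = EGFP signal decrease of at least 30% at 10 µM or well 3 SD below plate mean, unless failing retest; inactive = the rest, including hits failing retest or dose response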; also: some compounds called inactive have numbers as strong as hits; many of its hits are not listed in these tables
Target sequence (Q05BA5 1-1403): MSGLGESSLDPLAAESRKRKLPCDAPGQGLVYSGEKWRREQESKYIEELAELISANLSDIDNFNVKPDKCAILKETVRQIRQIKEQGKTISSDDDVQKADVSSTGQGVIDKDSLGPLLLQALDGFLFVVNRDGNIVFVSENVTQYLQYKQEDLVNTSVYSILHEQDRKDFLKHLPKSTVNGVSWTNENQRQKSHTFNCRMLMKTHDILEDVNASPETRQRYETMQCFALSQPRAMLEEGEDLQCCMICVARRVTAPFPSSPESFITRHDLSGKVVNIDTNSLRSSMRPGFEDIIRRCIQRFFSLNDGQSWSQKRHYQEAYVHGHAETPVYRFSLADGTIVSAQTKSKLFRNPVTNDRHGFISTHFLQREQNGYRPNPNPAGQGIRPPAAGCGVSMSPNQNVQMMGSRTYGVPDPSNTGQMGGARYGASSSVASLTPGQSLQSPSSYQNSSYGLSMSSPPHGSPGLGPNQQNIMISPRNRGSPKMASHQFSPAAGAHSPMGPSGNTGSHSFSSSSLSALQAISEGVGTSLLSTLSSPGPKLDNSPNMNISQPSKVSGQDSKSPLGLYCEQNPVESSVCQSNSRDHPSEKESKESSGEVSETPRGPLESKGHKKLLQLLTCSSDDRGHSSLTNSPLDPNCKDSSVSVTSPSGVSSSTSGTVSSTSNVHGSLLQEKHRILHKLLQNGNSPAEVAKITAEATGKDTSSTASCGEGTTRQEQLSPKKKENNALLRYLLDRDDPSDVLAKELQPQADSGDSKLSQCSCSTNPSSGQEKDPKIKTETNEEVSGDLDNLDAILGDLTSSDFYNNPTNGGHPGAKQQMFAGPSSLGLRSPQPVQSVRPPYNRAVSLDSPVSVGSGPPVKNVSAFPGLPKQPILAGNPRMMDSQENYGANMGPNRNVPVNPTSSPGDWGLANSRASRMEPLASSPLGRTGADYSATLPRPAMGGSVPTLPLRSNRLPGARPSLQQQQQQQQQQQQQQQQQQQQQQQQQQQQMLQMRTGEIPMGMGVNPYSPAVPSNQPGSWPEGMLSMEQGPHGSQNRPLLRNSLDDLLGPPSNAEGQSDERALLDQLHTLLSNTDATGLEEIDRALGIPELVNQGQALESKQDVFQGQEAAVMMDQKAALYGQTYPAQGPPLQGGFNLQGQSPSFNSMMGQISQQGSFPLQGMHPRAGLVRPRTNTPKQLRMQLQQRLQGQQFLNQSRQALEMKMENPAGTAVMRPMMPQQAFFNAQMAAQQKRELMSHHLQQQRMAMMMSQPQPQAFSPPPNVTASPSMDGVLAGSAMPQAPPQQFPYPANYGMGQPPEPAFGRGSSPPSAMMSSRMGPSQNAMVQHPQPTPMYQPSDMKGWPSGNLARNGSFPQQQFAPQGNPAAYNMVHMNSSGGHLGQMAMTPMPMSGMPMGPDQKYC
PHOSPHO1 inh – PHOSPHO1 (human) inhibition; Q8TCT1; recombinant PHOSPHO1, absorbance phosphatase assay; inhibition, % at 13.3 µM; actives 1.1% (n = 290,000); in the data active = inhibition above about 60%
IDE inh – inhibits human insulin-degrading enzyme in HEK cells. inhibition, % at 5.59 µM. P14735. actives 0.41% (n = 320,000). AID 434962. FAbetaB cleavage, fluorescence polarization;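 active = percent inhibition above the average of all tested compounds plus 3 SD, set per screening campaign, cut at about 16% in these data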;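 also: IDE supplied by intact live HEK cells; FP after avidin binding of uncleaved biotin substrate so inhibition keeps polarization high; 0% = DMSO wells and 100% = 60 µM reference IDE inhibitor Ii1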
IDE cell activ – boosts human insulin-degrading enzyme activity in HEK cells | FAbeta-B cleavage, fluorescence polarization; 0% vehicle, 100% cell-free pure enzyme wells | AID 493087 | actives 0.073% (n = 340,000) | P14735 | activation, % at 5.96 µM;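 active = activation above the mean of all tested compounds plus 3 SD, set per screening campaign, cut at about 17% in these data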
* marks the source's active call; other numbers are inactive results; x = no result given; [ ] = another dose, or the depositor's remark. Compounds as they come (roughly 4.2% active in at least one column).

SMILES	CRFBP-R2 agonist	M4 PAM	CRFR2-BP antag	GalR3 antag	MEKK3 PB1 HTS	p-CIP stab down	PHOSPHO1 inh	IDE inh	IDE cell activ
Cn1nc(CC(=O)NCCN2C(=O)CSC2=O)c2ccccc2c1=O	2.0	10	4	-6	103	-14	-1	3	5
CCN(CC)C(=O)COc1ccc(/C(C)=N/NC(=O)c2ccccc2-n2cccc2)cc1	-1.4	9	2	-3	99	-3	13	-3	6
CCOC(=O)C1(CCOc2ccccc2)CCN(Cc2cccs2)CC1	-5.4	-21	-12	-1	104	2	-7	2	7
COCCn1c(=NC(=O)c2ccc3c(c2)OCCO3)sc2cc(S(N)(=O)=O)ccc21	-0.9	-8	-10	-5	91	7	-16	2	-6
CC(=O)Nc1ccc(NC(=O)C2CCN(S(C)(=O)=O)CC2)cc1	0.3	6	-2	-7	x	x	x	x	x
O=C(Nc1ccc2ccccc2n1)c1ccc(Cl)cc1	0.1	1	-13	-10	105	-3	x	5	2
COC(=O)CCC(=O)OC1(C)C(=O)C2=CN(c3ccccc3)C(c3ccc(OC)cc3)=CC2=C(Br)C1=O (stereo unspecified)	2.3	-2	-4	-4	75*[inhibitor]	x	x	-3	0
COc1cc(NC(=O)CS(=O)(=O)c2ccccc2)cc(OC)c1OC	-1.6	-1	11	0	100	-2	-17	-2	-3
CCc1occc(=O)c1Oc1cc(NN2CCCCC2)c([N+](=O)[O-])cc1[N+](=O)[O-]	-6.0	-11	-2	-4	101	-14	-19	0	-6
O=[N+]([O-])c1cccc(CN2CCCCCC2)c1	0.0	4	19	-5	103	-23	8	7	3
COc1cccc(C2C(C(=O)c3ccc(C)o3)=C(O)C(=O)N2c2cc(C)on2)c1 (stereo unspecified)	-1.9	6	13	-7	105	-9	13	-6	-1
CCC(C)(C)c1ccc(OCCCC[n+]2ccccc2)c(C(C)(C)CC)c1	x	-16	x	-3	109	-4	-28	0	4
Cc1c(-n2c(O)c(C3=c4ccccc4=NC3=O)sc2=S)c(=O)n(-c2ccccc2)n1C	0.8	9	-3	-2	100	0	-91	0	-3
O=C(Cn1cc(/C=N/NC(=O)c2cccc(C(F)(F)F)c2)c2ccccc21)Nc1ccc(F)cc1	-2.0	2	-5	-7	103	1	15	1	-9
Cc1cc(N)c2ccccc2n1	1.7	-6	5	1	97	0	36	-2	4
Cc1ccc(C(NC(=O)NCCCN2CCOCC2)=C(Cl)Cl)cc1F	1.0	5	-11	-6	108	-5	-4	2	-3
CCOC(=O)C(=O)NCc1ccc(/C=C2/N=C(C)C(C(=O)OCC)=C2O)o1	6.1	6	0	3	94	-14	20	-2	2
COc1ccc2c(c1OC)C(=O)OC2Nc1ccccc1S(=O)(=O)C(F)F (stereo unspecified)	-0.7	2	-6	-6	104	8	-13	-3	3
Cc1cc(C)c(C(=O)COc2cccnc2[N+](=O)[O-])cc1C	1.4	1	-2	-3	88	-17	31	7	-9
Cn1nc([N+](=O)[O-])nc1Oc1ccccc1	-0.4	0	23	-2	97	-8	17	3	10

3 entries from above, sorted by the value under IDE inh, largest number first:
SMILES	CRFBP-R2 agonist	M4 PAM	CRFR2-BP antag	GalR3 antag	MEKK3 PB1 HTS	p-CIP stab down	PHOSPHO1 inh	IDE inh	IDE cell activ
Cn1nc([N+](=O)[O-])nc1Oc1ccccc1	-0.4	0	23	-2	97	-8	17	3	10
CCC(C)(C)c1ccc(OCCCC[n+]2ccccc2)c(C(C)(C)CC)c1	x	-16	x	-3	109	-4	-28	0	4
CCOC(=O)C(=O)NCc1ccc(/C=C2/N=C(C)C(C(=O)OCC)=C2O)o1	6.1	6	0	3	94	-14	20	-2	2

Next compounds:
SMILES	CRFBP-R2 agonist	M4 PAM	CRFR2-BP antag	GalR3 antag	MEKK3 PB1 HTS	p-CIP stab down	PHOSPHO1 inh	IDE inh	IDE cell activ
COc1ccc(/C=N/NC(=O)c2cccc(OC(F)(F)C(F)F)c2)cc1O	-0.6	12	-31	-4	98	4	26	3	2
O=C(CSCCc1ccccn1)Nc1ccc(Br)cn1	-0.5	-1	-8	-1	107	-26	8	-3	-6
CN1C(=O)/C(=C/C=C2\SCCN2C)OC1=S	46	-7	-27	-2	91	-217	45	25*	-35
CC(=O)Nc1ccc(S[C@@H](CCN2CC[C@H](O)CCC2=O)c2ccccc2)cc1	-0.4	6	0	-5	x	x	x	12	-18
CCCC(=O)NC(c1ccc(N(C)C)cc1)c1c(O)ccc2ccccc12 (stereo unspecified)	-0.1	0	-20	-8	92	-11	-11	3	1
CC1CCN(C(=O)c2[nH]cnc2C(=O)N[C@@H](C)C(=O)OC(C)(C)C)CC1	26	0	54*	-5	98	7	22	-3	0
CCCSC1=N/C(=C\C=C\c2ccco2)C(=O)S1	3.7	8	-32	2	96	-10	90*	3	3
CSc1ccccc1NC(=O)c1ccc(N2CC3CC(C2)c2cccc(=O)n2C3)c(NC(=O)c2cccnc2)c1 (stereo unspecified)	0.6	2	4	-4	99	0	29	0	0
Cc1ccc2nc(SCC(=O)Nc3cc(C)on3)c(C)cc2c1	-1.1	-6	-7	-4	102	-8	15	2	1
O=Cc1c(NCc2ccco2)nc2ccccn2c1=O	1.6	-1	-6	-2	103	-18	24	-3	-3
CCN(CC(=O)Nc1ccc(NC(C)=O)cc1)C(=O)c1ccccc1SCc1c(C)noc1C	-0.9	-3	0	-1	x	x	x	1	4
COc1ccc(-c2noc(CCCC(=O)NC3CCCCC3)n2)cc1	-0.1	-7	4	-11	97	-21	15	7	2
CCCN1C2CCCC1CC(NC(=O)c1ccccc1OCC)C2 (stereo unspecified)	0.6	-8	17	-5	105	-9	-1	-3	0
CC1(C)CC(=O)C2=C(C1)c1c(ccc3ccccc13)NC2c1ccc(Br)o1 (stereo unspecified)	0.8	7	-3	-6	103	7	8	-1	3
CCn1c(CSc2ncn[nH]2)nc2cc(C(=O)O)ccc21	0.2	-5	2	0	55	4	3	9	3
O=C1C=C(c2cccc(O)c2)C[C@@H](c2ccc(F)cc2)C1	-4.4	1	5	-8	x	x	x	1	2
O=C(CCOc1ccccc1)Nc1ccnn1C1CCN(C(=O)CCC(F)(F)F)CC1	-0.3	0	2	-9	96	-14	30	-1	2
C/C(=N\NC(=O)CNc1cccc(Cl)c1C)C1CC1	30	3	-82	-6	100	13	29	1	1
CCn1nc(C)c(/C=N/NC(=O)c2ccoc2C)c1C	-1.6	7	-10	2	97	-7	39	-3	8
COCCNC(=S)N(CCc1c(C)[nH]c2ccc(OC)cc12)Cc1cccnc1	-3.7	-4	-23	-6	98	-4	x	4	1
CN1C(=O)N(C)C2(CC1(C)C)CC(C)(C)N(C)C(=O)N2C	-0.9	-4	-5	-3	100	-4	1	1	4
COC(=O)c1ccc(C)c(NS(=O)(=O)c2ccc(OC)c(OC)c2)c1	-0.3	-12	-23	-1	102	16	16	-1	-2
C[C@H]1CN([C@@H](C)CO)C(=O)CCCn2nncc2CO[C@H]1CN(C)C(=O)c1ccncc1	0.9	0	26	2	x	x	x	x	x
Cc1noc(NC(=O)c2cccc(Cl)c2Cl)c1C#N	0.4	6	6	-8	73*[inhibitor]	2	33	-3	1
C/C(=N/Nc1ccc(C(=O)O)cc1)c1ccc2c(c1)Nc1ccccc1S2	0.7	1	-14	-3	x	x	x	x	-5
COc1ccc(NC(=O)c2cc(CC(C)C)on2)cc1OC	-0.9	2	15	x	98	-4	26	2	-2
CCOC(=O)C1(CC2CC2)CCN(S(=O)(=O)/C=C/c2ccccc2)CC1	-1.9	-14	16	-7	86	0	47	-9	-3
Cc1cc(C(=O)OCC(=O)N2CCOCC2)c2ccccc2n1	-0.5	19*	-18	-3	106	-16	-7	4	-5
Cc1nc(NS(=O)(=O)c2ccccc2C)c2c3c(sc2n1)CCC3	-1.2	x	-34	-6	105	5	17	2	x
COc1ccc(N2CCN(CCC(=O)c3ccc4ccccc4c3)CC2)cc1	-4.3	6	-29	-10	106	-6	-3	3	-7
O=C(O)CCSc1nc2ccccc2c(=O)[nH]1	0.5	1	8	-1	105	-10	-1	2	7
CNCc1c(OCc2ccc(F)cc2)ccc2ccccc12	5.1	-3	6	-9	109	12	20	-1	1
Cc1ccc(C(=O)N2CCCCC2)cc1S(=O)(=O)N1CCOCC1	-0.3	8	-15	-2	98	14	9	2	8
CN(c1ccccc1C(=O)Nc1cccc(Cl)c1Cl)S(C)(=O)=O	0.7	-5	-12	-2	100	4	15	0	3
COC(=O)c1ccc(C2/C(=C(/O)c3ccc(OC(C)C)cc3)C(=O)C(=O)N2c2cc(C)on2)cc1 (stereo unspecified)	0.9	8	5	6	100	-4	-25	3	-4
CN1CCN(c2ccc(-c3cccc(NC(=O)COc4ccc(Cl)cc4Cl)c3)nn2)CC1	x	-3	x	-5	x	x	x	-1	5
Cc1cccc(S(=O)(=O)N(C)C[C@@H]2OCc3cnnn3CCCC(=O)N([C@@H](C)CO)C[C@@H]2C)c1	-0.7	10	4	-4	x	x	x	x	x
CC(=O)c1c(C)[nH]c(C(=O)COC(=O)COc2ccccc2)c1C	1.2	-3	24	-3	x	x	x	4	-2
COc1ccc(OC)c(NC(=O)c2ccc(NC3=NC4CS(=O)(=O)CC4S3)cc2)c1 (stereo unspecified)	-1.6	4	23	x	99	-1	18	4	-10
Cc1ccc(C2CCN(C(=S)NC(C)(C)C)C2)cc1 (stereo unspecified)	0.2	-3	-16	-5	99	0	-4	-3	6
Cc1ccc(CNn2cnnc2SCc2ccc(F)cc2)cc1	-2.5	-10	-12	-4	71	0	-20	-7	-3
CC1CN(C(=O)CSc2nc(N)cc(N)n2)CC(C)O1 (stereo unspecified)	-1.1	0	4	-1	x	x	x	0	2
Cc1ccc(C(=O)NCC(=O)O)cc1S(=O)(=O)N1CCCCC1	1.2	14	6	-3	98	3	15	2	8
FCc1nc2nc(Cl)c(Cl)nc2[nH]1	1.5	7	-7	0	x	x	x	x	x
O=C(NNC(=O)c1ccc(Cl)nc1)c1ccc(Br)cc1	2.9	-1	-14	-7	x	x	x	-1	1
COc1cc2cc(CCOC(=O)CCCC(=O)O)oc(=O)c2cc1OC	-2.2	1	1	3	x	x	x	-2	7
CCOC(=O)c1nc(C)sc1-c1ccnn1S(=O)(=O)c1ccc(C)cc1	-1.8	-4	15	-7	94	-13	33	5	-2
COc1ccccc1C(=O)Nc1nc(N)n(-c2ccccc2)n1	-2.8	-2	29	-2	98	0	53	-2	1
CCCn1c2ccccc2c2nnc(SCCN3CCOCC3)nc21	0.3	-8	0	-6	106	-3	x	-2	-2
CC(=O)c1cccc(NC(=O)CN(c2ccccc2)S(C)(=O)=O)c1	-0.1	11	4	4	113	0	0	1	-4

Next part
SMILES	CRFBP-R2 agonist	M4 PAM	CRFR2-BP antag	GalR3 antag	MEKK3 PB1 HTS	p-CIP stab down	PHOSPHO1 inh	IDE inh	IDE cell activ
CCCCCCOc1ccc(N2C(=O)CC(SC(=NCC)NCC)C2=O)cc1 (stereo unspecified)	0.0	12	2	-5	99	-7	-5	0	0
COc1ccc(OCc2cc(C(=O)NC(C)Cc3cccnc3)no2)c(Cl)c1 (stereo unspecified)	-5.9	-10	10	-9	104	-2	44	-1	2
O=C(CCN1C(=O)COc2ccccc21)NCCCN1CCc2ccccc2C1	0.3	0	1	-5	87	-18	12	3	2
CN1CCN(C(=O)C[C@@H]2C[C@H]3c4cc(NC(=O)c5cccnc5)ccc4O[C@H]3[C@H](CO)O2)CC1	0.8	5	4	-6	x	x	x	x	x
CCOC(=O)c1c(S(=O)(=O)NCc2cccs2)c(C)n(C)c1C	-1.6	-4	22	-2	99	3	17	1	-5
OCCN1CCN(c2ncnc3ccc(Br)cc23)CC1	3.1	9	11	1	104	-12	-9	0	9

Compound activity from PubChem.
